Screening results (PubChem)
LmPK inhibitor – inhibitors of Leishmania mexicana pyruvate kinase; Q27686; purified LmPK, Kinase-Glo ATP luminescence, 1 h; Potency, µM (doses to about 57.5 µM), inactives show top-dose activity change, negative = inhibition, usual class: inhibitors; hit rate 0.37% among 290,000; AID 1721; also: potency is read from the fitted curve at half-maximal effect
Target sequence (Q27686 whole entry, looked up): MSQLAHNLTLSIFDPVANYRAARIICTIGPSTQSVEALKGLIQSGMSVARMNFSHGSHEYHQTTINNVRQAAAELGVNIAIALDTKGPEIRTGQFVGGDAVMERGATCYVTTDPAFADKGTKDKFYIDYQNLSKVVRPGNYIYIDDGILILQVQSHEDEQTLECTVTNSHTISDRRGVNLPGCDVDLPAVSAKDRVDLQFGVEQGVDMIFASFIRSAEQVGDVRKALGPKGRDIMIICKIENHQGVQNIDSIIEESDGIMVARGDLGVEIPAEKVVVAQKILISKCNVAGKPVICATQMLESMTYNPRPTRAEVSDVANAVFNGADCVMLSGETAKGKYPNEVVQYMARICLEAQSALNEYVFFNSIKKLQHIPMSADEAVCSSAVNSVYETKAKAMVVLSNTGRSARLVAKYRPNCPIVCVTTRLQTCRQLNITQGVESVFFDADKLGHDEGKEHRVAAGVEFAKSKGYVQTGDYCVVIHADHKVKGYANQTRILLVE
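0.1 nM LmPK, 0.5 mM PEP, 0.1 mM ADP; 50 mM imidazole pH 7.2, 7 mM MgCl2, 50 mM KCl; 1 h RT. Kinase-Glo luminescence readout, normalized to no-enzyme (full inhibition) and uninhibited wells.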
HCMV antiviral – inhibitors of human cytomegalovirus | AID 1259415 | HFF cells, HCMV-luciferase reporter, 72 h; hits give low values | hit rate 4.5% among 410,000 | activity change, negative = inhibition, % at 57.5 µM; in the data active = activity change below about -60%; inconclusive = no clear call, values can overlap the other calls; inactive = above about -39%
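Steps: HFFs plated, 16 h 37C; compounds added; HCMV-luciferase added to MOI 1 PFU/cell; 72 h 37C; OneGlo reagent, 5 min room temperature; luminescence read, normalized to controls.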
AMA1-RON2 inh – inhibitors of Plasmodium falciparum AMA1-RON2 interaction | AlphaScreen AMA1-biotinylated RON2 peptide binding | Potency, µM (doses to about 58.2 µM), without a hit: at the top dose activity change, negative = inhibition, hits mostly inhibitors | hit rate 0.2% among 360,000;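 also: potency is read from the fitted curve at half-maximal effect; 0% = vehicle wells and -100% = peptide control; nearly all actives have a fitted effect of over 45% in size; some results filed as inactive show a strong effect at the top dose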
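AMA1 (3D7) with his tag at 25 nM final met compounds first, then biotinylated RON2 peptide at 25 nM; detection used donor plus acceptor beads, 10 µg/mL apiece, read by AlphaScreen after 30 min at room temperature.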
AmpC inh no detg – blocks E. coli AmpC beta-lactamase in detergent-free assay. AmpC nitrocefin hydrolysis, absorbance 480 nm, 0.0001% Triton. hit rate 0.52% among 330,000. P00811. Potency, µM (top dose mostly 57.1 µM), inactives show top-dose activity change, negative = inhibition, hits mostly inhibitors;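 also: potency is read from the fitted curve at half-maximal effect; plate controls were no compound for no effect and no enzyme for full effect; nearly all actives have a fitted effect of over 20% in size; some results filed as inactive show a strong effect at the top dose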
Target sequence (P00811 whole entry, looked up): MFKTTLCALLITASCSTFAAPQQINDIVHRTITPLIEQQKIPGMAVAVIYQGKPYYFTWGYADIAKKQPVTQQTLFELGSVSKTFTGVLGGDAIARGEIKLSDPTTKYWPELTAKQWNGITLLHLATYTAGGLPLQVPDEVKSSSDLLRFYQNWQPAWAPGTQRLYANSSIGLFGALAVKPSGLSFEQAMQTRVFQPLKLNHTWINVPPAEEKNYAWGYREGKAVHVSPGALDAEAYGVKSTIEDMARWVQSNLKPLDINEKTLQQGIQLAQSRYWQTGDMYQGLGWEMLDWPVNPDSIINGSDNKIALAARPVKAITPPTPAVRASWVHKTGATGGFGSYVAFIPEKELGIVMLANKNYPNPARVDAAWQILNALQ
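AmpC (5.3 nM in the dispensed reagent) in 20 mM phosphate pH 7.0 with 0.01% (detergent screen) or 0.0001% Triton X-100 was preincubated with compounds for 15 min at room temperature. Nitrocefin was then added from an 800 uM solution, and hydrolysis was followed at 480 nm.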
Sm TGR block – S. mansoni TGR enzyme inhibition. AID 485364. Q962Y6. hit rate 3% among 360,000. Potency, µM (highest dose often 114 µM), for the others: at the highest dose activity change, negative = inhibition, hits mostly inhibitors. purified TGR, DTNB reduction, TNB absorbance 405 nm; also: potency is read from the fitted curve at half-maximal effect; nearly all actives have a fitted effect of over 60% in size
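First, TGR (20 nM dispensed) and NADPH were mixed with compound. Second, a 15 min room-temperature incubation followed. Third, further NADPH and then DTNB were added to start the reaction. Finally, TNB absorbance was monitored kinetically.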
AmpC detergent – blocks E. coli AmpC beta-lactamase in detergent assay. hit rate 0.041% among 370,000. Potency, µM (series often up to 114 µM), for the others: at the highest dose activity change, negative = inhibition, most hits filed as inhibitors. AmpC hydrolysis of nitrocefin, absorbance 480 nm, 0.01% Triton;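 also: potency is read from the fitted curve at half-maximal effect; 0% = no-compound wells and -100% = no-enzyme wells; nearly all actives have a fitted effect of over 25% in size; some results filed as inactive show a strong effect at the top dose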
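20 mM phosphate pH 7.0 + 0.01% (detergent screen) or 0.0001% Triton X-100; 5.3 nM AmpC reagent; cpd preinc 15 min RT; nitrocefin (800 uM stock) to start; A480 q20 s × 4 min; Activity was normalised to no-enzyme and no-compound control wells.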
TbPYK inhibitor – blocks Trypanosoma brucei pyruvate kinase; Potency, µM (highest dose often 76.8 µM), for the others: at the highest dose activity, negative = inhibition, actives largely listed as inhibitors; hit rate 0.12% among 410,000; TbPYK enzyme, Kinase-Glo Plus ATP luminescence, 45 min; also: potency is read from the fitted curve at half-maximal effect; nearly all actives have a fitted effect of over 50% in size
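Quantitative HTS: titrated library compounds versus trypanosomal pyruvate kinase in TEA buffer (pH 7.2) containing KCl, MgCl2, BSA and Tween-20. Reactions were initiated with ADP, 130 uM final. Kinase-Glo Plus luminescence was read after 45 min at RT.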
Active calls of the source: *; ? = inconclusive; / = not tested or not shown; & = joins results of further samples; [ ] = dose if it differs, or a comment. Unless noted, calls follow the shape of the dose curve; as a rule, active = well fitted curve in the direction sought with a large enough effect; inconclusive = small, poorly fitted or top-dose-only effect, or another doubt; inactive = no such curve, though single readings can be large; an effect the other way counts as inactive or inconclusive. Unless noted, % is scaled to controls: 0 for no effect and ±100 for the full control effect.

SMILES	LmPK inhibitor	HCMV antiviral	AMA1-RON2 inh	AmpC inh no detg	Sm TGR block	AmpC detergent	TbPYK inhibitor
CCCc1cc(=O)oc2cc(OCC(=O)NCCCN3CCOCC3)c(Cl)cc12	-10%	-5	-11%	-13%	-12%	-12%	-2%
CC(=O)N1c2ccc(S(=O)(=O)NCC3CCC(C(=O)Nc4ncccc4C)CC3)cc2CC1C (stereo unspecified)	-4%	-13	-2%	39%	1%	2%	-2%
CCn1c(=O)n(CC)c2cc([N+](=O)[O-])c(N3CCNCC3)cc21	-12%	60	6%	-2%	-35%	5%	-4%
Cc1cc2c(c(=O)n1CCCn1ccnc1)C(c1ccco1)C(C#N)=C(N)O2 (stereo unspecified)	-2%	-1	37%[activator]	-33%	2%	-7%	0%
CCCCCN(C(=O)NC(=O)NC(C)CC)S(C)(=O)=O (stereo unspecified)	3%	3	4%	-15%	0%[11.4 µM]	-12%	-7%
COCCn1c(C)cc(C(=O)COC(=O)CCS(=O)(=O)c2ccc(C)cc2)c1C	/	-8	1%	19%	-14%	-12%	-2%
Cc1cc(C)n(-c2ccc(F)cc2CN2CCN(Cc3ccccc3)C(CCO)C2)n1 (stereo unspecified)	-2%	-12	7%	120%[activator]	?	-6%	0%
COC(=O)c1cc(S(=O)(=O)NCC2CCN(CCc3cccs3)CC2)cn1C	-2%	31	11%	8%	2%	2%	-1%
Cc1nn(CCc2n[nH]c(=S)n2-c2cccc(Cl)c2)c(C)c1[N+](=O)[O-]	8.9µM*	31	7%	-20%	-3%	0%	?
COc1ccc(CCn2c3c(c(=O)[nH]c2=O)C(NC(=O)c2ccc(Cl)cc2)(C(F)(F)F)C(=O)N3)cc1OC (stereo unspecified)	/	-7	/	/	9%	24%	2%
Cc1ccc2c(c1)C1CN(C)CCC1N2C(=O)c1ccc(Cl)c(S(=O)(=O)N2CCOCC2)c1 (stereo unspecified)	-1%	-16	-3%	59%	-14%	-2%	3%
CN(Cc1ccccc1)C(=O)COC(=O)COc1ccc(C#N)cc1	-6%	93	-8%	21%	5%	2%	7%
C=CC(=O)NC(NC(=O)C=C)c1ccc(Br)cc1	0%	-13	-5%	-6%	5%	-3%	-10%
O=S1(=O)C[C@@H](N2CCC(Cc3ccccc3)CC2)[C@H](COCc2ccccc2)N1	/	8	-20%	/	/	/	1%
O=C(N(Cc1ccccc1)c1ccccn1)C12CC3CC(CC(C3)C1)C2	-1%	2	5%	22%	-8%	-8%	-1%
COc1ccc(CSc2nnc3[nH]c(=O)cc(N)n23)cc1	0%	31	-4%	-19%	-6%	1%	?
COc1cccc(C2CC(c3cccs3)=NN2C(=O)c2ccco2)c1O (stereo unspecified)	0%	-38	-8%	1%	5%	8%	-4%
Cc1nc(S(=O)(=O)c2ccc(Br)cc2)nc2c1CCC2	3%	7	-5%	-3%	/	3%	3%
COCCN(C(=O)c1cccc(N2C(=O)CCC2=O)c1)c1nc(-c2ccc([N+](=O)[O-])cc2)cs1	/	-39	-24%	136%[activator]	-1%	?	-7%
Cc1ncoc1C(=O)NC1CCCc2c1cnn2-c1ccc(C(C)(C)C)cc1 (stereo unspecified)	-2%	?	-9%	178%[activator]	5%	3%	-3%
Cc1ccc(-c2onc(C)c2C)cc1S(=O)(=O)N1CCC(C)CC1	/	?	/	/	-2%	0%	-12%
O=C(C1CCN(S(=O)(=O)c2ccc(Cl)cc2)CC1)N1CCCCCCC1	-1%	42	84%[activator]	95%[activator]	-11%	1%	0%
O=C(NCC1(N2CCOCC2)CCCCC1)c1cccc(S(=O)(=O)N2CCc3ccccc3C2)c1	3%	59	-11%	42%	-1%	-2%	-19%
c1ccc(CCCNc2ncccn2)cc1	-3%	-30	-3%	-2%	0%	-7%	6%
CCN(C(=O)COC(=O)Cc1ccc(F)cc1)c1c(N)n(Cc2ccccc2)c(=O)[nH]c1=O	/	0	-6%	0%	-1%	1%	3%
Cc1ccc(-c2nc(C(=O)NCCCN(C)C)cc3c2[nH]c2ccccc23)cc1	0%	-98*	-10%	30%	-4%	3%	1%
Cc1ccc(N(Cc2ccccc2)C(=O)c2ccc(S(=O)(=O)N3CCOCC3)cc2)cc1	/	?	-5%	85%[activator]	-8%	?	1%
CC(C)(C)OC(=O)[C@H](Cc1ccccc1)NC(=O)c1[nH]cnc1C(=O)Nc1ccc(Cl)cc1	1%	-38	95%[activator]	-14%	7%	12%	0%
COc1ccc(-n2c(CCC(=O)O)ccc2-c2ccc(F)cc2)c(OC)c1	4%	43	-11%	-21%	45µM*	-10%	-4%
O=P1(NC2CCCC2)OCC2(CO1)COP(=O)(NC1CCCC1)OC2 (stereo unspecified)	/	15	23%	/	/	/	-18%
Cn1c(SCC(=O)NNC(=O)Nc2ccc(Cl)cc2)nnc1-c1ccccc1	4%	-38	71%[activator]	-3%	-2%	0%	-3%
O=C(Nc1ccc(F)cc1)C1CC(=O)n2c(nc3ccccc32)N1 (stereo unspecified)	0%	21	31%[activator]	-27%	-12%	-3%	-15%
COCCSc1ccccc1C(=O)Nc1nnc(COC)s1	-8%	3	4%	-10%	27%	-7%	-16%
CN(c1ccccc1)S(=O)(=O)c1cccc(NC(=O)CN2CCCc3ccccc32)c1	4%	0	-28%	-42%	?	2%	7%
CCN(CC)S(=O)(=O)c1nnc(NC(=O)COc2ccccc2F)s1	/	34	/	/	-4%	-4%	-7%
COc1ccc(N2CCN(C3=NS(=O)(=O)C(c4cccc(Br)c4)=C3C)CC2)cc1	/	-29	/	/	-4%	20%	-1%
COc1cc(CNc2ccc3[nH]c(=O)[nH]c3c2)ccc1OCc1ccc(F)cc1Cl	4%	21&-13	1%	-16%	?	-8%&23%	-11%&-9%
Cc1sc(NC(=O)c2ccco2)c(C(=O)c2ccc(Cl)cc2)c1C	0%	24	-35%	-50%	-5%	-3%	-11%
Fc1ccccc1OCCCN1CCOCC1	-2%	41	-7%	/	3%	-4%	-14%
CCOC(=O)c1c(NC(=O)C2C3C=CC(C3)C2C(=O)O)sc2c1CC(C)(C)OC2 (stereo unspecified)	5%	-36	10%	21%	/	-7%	-5%
C=CCn1c(SCC(=O)NC(=O)NCCC)nnc1C1CCCCC1	-3%	-21	1%	9%	0%	-8%	14%
Cc1ccc(/C=N/NC(=O)c2ccc(N(C)S(=O)(=O)c3ccccc3)cc2)cc1	1%	-2	3%	-36%	-11%	-7%	1%
O=C(CC12CC3CC(CC(C3)C1)C2)NCc1ccccc1	4%	-8	21%	-7%	6%	?	0%
COc1cc(-c2nc(Cc3ccccc3Cl)no2)cc(OC)c1OC	2%	-7	0%	86%[activator]	0%	-4%	-12%
COC(=O)c1cc(S(=O)(=O)NCC2CCN(Cc3ccc(C)cc3)CC2)c[nH]1	-2%	?	-2%	-29%	-16%&1%	-10%&3%	4%&2%
S=c1[nH]ccn1-c1ccccc1Cl	-20%&-14%	13	7%	-4%&-10%	12%&8%	-6%&7%	?
CCN1CC(CN(C)Cc2cn(-c3ccc(C)cc3)nc2-c2ccc(F)cc2)CC1=O (stereo unspecified)	1%	41	-3%	209%[activator]	-2%	6%	3%
Cn1cc(-c2cc3n(n2)CCC(=O)N3CCCC(=O)NCc2ccccc2)c2ccccc21	/	1	/	/	-4%	27%	2%
Cc1ccc(S(=O)(=O)N2CCCOC2CNC(=O)C(=O)NCc2ccncc2)cc1 (stereo unspecified)	-2%	-6	7%	-21%	2%	-4%	-5%
COC(=O)Cn1cnc2c(C#N)c3n(c2c1=O)CCCCC3	0%	-2	4%	-3%	4%	3%	-6%
Cc1sc2nc(COC(=O)c3ccc(Cl)c(N)c3)[nH]c(=O)c2c1C	3%	-38	3%	-39%	-10%	-4%	-10%
CN1C2CCC1CC(OC(=O)c1ccc(Cl)cc1)C2 (stereo unspecified)	2%	49	-5%	128%[activator]	6%	-13%	-8%
Cc1cccc(NC(=S)N2CCC(c3nc4ccccc4o3)CC2)c1C	-2%	26	-2%	7%	7%	5%	-5%
O=C(OC1CCCCC1=O)c1cccc(S(=O)(=O)N2CCOCC2)c1 (stereo unspecified)	/	-22	-11%	-8%	-2%	-21%	3%
O=C(O)c1ccc2c(c1)C(=O)N([C@]1(C(=O)O)C[C@H]1c1ccccc1)C2=O	/	/	/	-7%	0%	?	/
CC(=O)NCCOC(=O)Nc1ccncc1	-14%	13	-1%	-21%	0%	-1%	5%
C=CCn1c(COc2ccccc2OC)nc2ccccc21	-10%	-2	0%	-4%	7%	?	-8%
Cc1ccc(C)c(S(=O)(=O)N/N=C2/CCCc3ccccc32)c1	-2%	-22	13%	-26%	-9%	-9%	-2%
CC1CCN(c2c(NCc3ccc(C(=O)NCc4ccccc4)cc3)c(=O)c2=O)CC1	10%	8	3%	-22%	0%	5%	5%
CCn1c(COc2ccccc2)nnc1SCC(=O)NC1CCCCC1	6%	-25	-1%	35%	-35%	0%	-1%
CC1CCCN(C(=O)c2ccc3c(c2)OCCO3)C1 (stereo unspecified)	/	2	54%[activator]	-13%	-19%	-11%	2%
C=CCn1c(O)c(/C(C)=N/N2CCCCC2)c(=O)[nH]c1=O	5%	-25	10%	-6%	2%	2%	1%
Cc1ccccc1-c1cc2c(nn1)-c1ccccc1C2=O	5µM*	95	-14%	-8%	40%[activator]	4%	-20%

Reprinted at random: 6 entries already listed, in no set order.
SMILES	LmPK inhibitor	HCMV antiviral	AMA1-RON2 inh	AmpC inh no detg	Sm TGR block	AmpC detergent	TbPYK inhibitor
CC(=O)NCCOC(=O)Nc1ccncc1	-14%	13	-1%	-21%	0%	-1%	5%
CC1CCN(c2c(NCc3ccc(C(=O)NCc4ccccc4)cc3)c(=O)c2=O)CC1	10%	8	3%	-22%	0%	5%	5%
CC1CCCN(C(=O)c2ccc3c(c2)OCCO3)C1 (stereo unspecified)	/	2	54%[activator]	-13%	-19%	-11%	2%
Cc1cccc(NC(=S)N2CCC(c3nc4ccccc4o3)CC2)c1C	-2%	26	-2%	7%	7%	5%	-5%
Cc1ccc(S(=O)(=O)N2CCCOC2CNC(=O)C(=O)NCc2ccncc2)cc1 (stereo unspecified)	-2%	-6	7%	-21%	2%	-4%	-5%
CN1C2CCC1CC(OC(=O)c1ccc(Cl)cc1)C2 (stereo unspecified)	2%	49	-5%	128%[activator]	6%	-13%	-8%
